Gli-Sufu antag: blocks Gli-Sufu signaling in a luciferase reporter | Sufu-KO-LIGHT fibroblasts, Gli luciferase reporter luminescence | inhibition, % at 5 µM | 340,000 compounds, 0.74% hits | AID 588413;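 active means inhibition above about 55%, limit read from the data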;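 further: 0% = DMSO-treated cells and 100% = wells with medium but no cells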
CXCR6 inh: CXCR6 (human) receptor inhibition | CHO-K1 PathHunter CXCR6 beta-arrestin, luminescence | 360,000 compounds, 0.36% hits | inhibition, % at 20 µM | O00574; in the data active means inhibition above about 34%, passing the limit was not always enough;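 further: antagonist mode with CXCL16 agonist at 10 nM final; 0% = 10 nM CXCL16 with DMSO and 100% = unstimulated wells without agonist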
APOBEC3G inh: inhibitors of human APOBEC3G DNA deaminase; Q9HC16; recombinant A3G, ssDNA deamination FAM/TAMRA fluorescence; 330,000 compounds, 0.28% hits; inhibition, % at 20 µM; AID 493012;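 active means inhibition of at least 40% at 20 µM, with no more than 30% in the related APOBEC3A deaminase screen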;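 further: plate controls were DMSO wells with A3G for no effect and wells lacking A3G enzyme for full effect; some compounds called inactive have numbers as strong as hits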
Target sequence (Q9HC16 whole entry, looked up): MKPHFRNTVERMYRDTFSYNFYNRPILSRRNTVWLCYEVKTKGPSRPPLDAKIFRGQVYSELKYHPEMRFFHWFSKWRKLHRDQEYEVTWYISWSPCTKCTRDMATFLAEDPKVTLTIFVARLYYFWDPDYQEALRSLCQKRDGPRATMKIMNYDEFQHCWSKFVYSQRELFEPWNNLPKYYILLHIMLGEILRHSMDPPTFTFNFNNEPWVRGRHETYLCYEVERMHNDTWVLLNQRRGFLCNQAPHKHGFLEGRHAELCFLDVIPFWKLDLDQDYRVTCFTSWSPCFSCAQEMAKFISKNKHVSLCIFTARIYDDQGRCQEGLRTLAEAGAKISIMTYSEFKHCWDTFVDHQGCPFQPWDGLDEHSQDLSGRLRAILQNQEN
A3A deaminase: inhibitors of human APOBEC3A DNA deaminase | P31941 | inhibition, % at 20 µM | recombinant A3A, FAM/TAMRA ssDNA deamination fluorescence | AID 493011 | 330,000 compounds, 0.41% hits;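 active means at least 40% inhibition at 20 µM here, with at most 30% in a related deaminase screen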;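 further: plate controls were A3A with DMSO for no effect and wells lacking A3A enzyme for full effect; some results filed as inactive read as strong as hits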
MPTP block: permeability transition pore inhibition | isolated mouse mitochondria, Ca2+ swelling absorbance, 30 min | inhibition, % at 10 µM | 360,000 compounds, 1.4% hits;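 active means inhibition of 50% or more, scaled per plate between neutral and stimulator controls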;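 further: 0% = DMSO wells given calcium and 100% = 1 mM EGTA wells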
EBI2 antag: blocks human EBI2 receptor beta-arrestin signaling; EBI2 beta-arrestin recruitment, luminescence, 7a,25-OHC stimulated; inhibition, % at 5 µM; 360,000 compounds, 0.81% hits; AID 651636; in the data active means inhibition above about 38%;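 further: enzyme fragment complementation signal reports receptor beta-arrestin coupling in cells; 0% = agonist plus DMSO wells and 100% = wells without agonist; some results beyond the cut were filed as inactive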
CCR6 antag: blocks CCL20-driven beta-arrestin recruitment at human CCR6. CHO-K1 CCR6 PathHunter beta-arrestin, luminescence, CCL20-stimulated. inhibition, % at 20 µM. 340,000 compounds, 0.49% hits. AID 493098;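 active means compounds whose inhibition of the agonist-driven luminescence signal at 20 µM reaches about 50%, limit read from the data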;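 further: cells stimulated with CCL20 at 14 nM final; plate controls were DMSO with CCL20 for no effect and DMSO without agonist for full effect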
Target sequence (P51684 whole entry, looked up): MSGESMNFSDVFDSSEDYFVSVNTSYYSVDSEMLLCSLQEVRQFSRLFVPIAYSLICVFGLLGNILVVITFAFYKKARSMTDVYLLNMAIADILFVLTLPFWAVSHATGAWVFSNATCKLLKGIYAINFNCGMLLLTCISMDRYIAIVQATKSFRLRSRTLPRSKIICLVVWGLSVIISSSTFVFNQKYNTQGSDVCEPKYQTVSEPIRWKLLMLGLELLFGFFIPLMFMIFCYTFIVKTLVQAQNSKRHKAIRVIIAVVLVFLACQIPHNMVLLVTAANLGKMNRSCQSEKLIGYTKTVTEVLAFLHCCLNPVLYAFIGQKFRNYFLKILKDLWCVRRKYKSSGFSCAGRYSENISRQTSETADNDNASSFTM
NR3A LBD binder: NR3A (human) ligand-binding domain modulation | 340,000 compounds, 2.5% hits | Tm shift relative to glycine control, % at 25 µM | AID 1259313 | NR3A LBD differential scanning fluorimetry, Tm shift; 0% = protein alone, 100% = glycine-bound protein;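 active means melting temperature shift of at least 10% of the positive control shift, at one fixed dose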
* marks the source's active call; other numbers are inactive results; . = not tested or not shown. Outcome played no part in choosing rows, and some 5.8% of all compounds hit somewhere here.

SMILES	NR3A LBD binder	MPTP block	EBI2 antag	CCR6 antag	Gli-Sufu antag	APOBEC3G inh	A3A deaminase	CXCR6 inh
COc1ccc(CC(=O)N/N=C/C=C/c2cccc([N+](=O)[O-])c2)cc1OC	1	2.1	-2	6	0	-7	0	-12
CCOC(=O)N1CCC(N2CCN(c3cc(C)ccc3C)CC2)CC1	-4	-0.7	-2	1	5	3	3	7
COC(=O)c1ccc(SC2CCCCC2)c([N+](=O)[O-])c1	8	4.1	8	15	2	-3	-1	-2
COc1cc(OC)c2c(-c3cccc(-c4ccc(NC(C)=O)cc4)c3)cc(=O)oc2c1	-5	2.0	8	15	37	5	2	10
CCN1CN=C(NS(=O)(=O)c2ccc(C)cc2)NC1	1	-3.8	-5	0	1	-8	-2	-8
COc1cc([N+](=O)[O-])ccc1NC(=O)NNC(=O)c1sccc1C	1	0.0	-5	10	3	-5	-2	10
COc1ccc(C(=O)NC2CC2)cc1OC1CCN(Cc2cc(C)cc(C)c2)CC1	2	-0.3	6	7	21	-9	-1	0
CC(C)CSC1=NSC2=NC(=O)/C(=C\c3cccs3)C(=N)N12	11*	100*	-8	27	-27	9	3	-4
C=C(C)C(O)Cc1c(OC)ccc(C(=O)/C=C/c2ccc(O)cc2)c1O (centres undefined)	25*	1.7	17	29	-14	-5	2	5
O=C(COc1ccc2ccc(=O)oc2c1)NCCc1c[nH]c2ccc(F)cc12	8	-1.0	7	9	.	-2	-1	-10
Oc1cccc(/C=N/N2CCN(C3c4ccccc4-c4ccccc43)CC2)c1	4	2.3	-3	0	2	-4	-2	-2
Cc1cccc(NC(=O)COC(=O)c2ccc3c(=O)n4c(nc3c2)CCC4)c1	-1	0.1	-1	-8	-5	-2	-1	8
COc1ccc(Cl)cc1NC(=O)CCc1nnc2ccc(N3CCN(C)CC3)nn12	-1	-0.7	-14	-3	60*	-4	-4	-13
CC(=O)Nc1ccc(Nc2ccc3c4c(cc(=O)n3C)-c3ccccc3C(=O)c24)cc1	1	3.5	5	16	25	11	7	10
NC(=O)c1ccc(C2SCC(=O)N2CCc2ccccc2)cc1 (centres undefined)	1	0.5	7	5	1	-1	4	2
Cc1cc(C(=O)N/N=C/c2c(CO)cnc(C)c2O)c2ccccc2n1	1	2.4	-10	-3	-4	-4	1	-9
CC(C)(C)OC(=O)CNC(=O)c1nc[nH]c1C(=O)NCc1ccc(CNC(=O)OC(C)(C)C)cc1	0	1.2	-8	-3	17	-12	13	-13
O=C(CCNS(=O)(=O)c1ccccc1C(F)(F)F)NC1CCCCCC1	1	-0.5	-10	2	-7	-6	1	-17
COCc1nc2ccccc2n1Cc1ccc(Br)cc1	0	0.6	-11	18	13	-3	2	-2
COc1ccc(NC(=O)c2cc(C)nc3ccccc23)cc1S(=O)(=O)Nc1ccccc1Cl	-14	1.1	-1	2	-2	-4	4	-5
Cc1ccc(NS(=O)(=O)c2cc(C(=O)NCCCN(C)C)ccc2Cl)cc1Cl	0	-0.6	-1	19	-2	-6	-2	0
COc1ccc(N2CCN(C3CCCN(Cc4ccc(F)c(F)c4)C3)CC2)cc1 (centres undefined)	1	1.2	2	6	14	-4	-3	6
O=C(NCCCO)C(=O)NCCc1ccc(Cl)cc1	7	-0.3	0	-2	41	-9	0	-10
CC1CC(C)CN(c2ccc([N+](=O)[O-])cc2-c2nn[nH]n2)C1 (centres undefined)	8	0.3	74*	27	-2	-1	1	13
COc1ccccc1-n1cccc1C=O	-2	0.3	-5	5	-5	-9	0	-4

Among those listed so far, 4 contain a nitro group on carbon.
SMILES	NR3A LBD binder	MPTP block	EBI2 antag	CCR6 antag	Gli-Sufu antag	APOBEC3G inh	A3A deaminase	CXCR6 inh
COc1ccc(CC(=O)N/N=C/C=C/c2cccc([N+](=O)[O-])c2)cc1OC	1	2.1	-2	6	0	-7	0	-12
COC(=O)c1ccc(SC2CCCCC2)c([N+](=O)[O-])c1	8	4.1	8	15	2	-3	-1	-2
COc1cc([N+](=O)[O-])ccc1NC(=O)NNC(=O)c1sccc1C	1	0.0	-5	10	3	-5	-2	10
CC1CC(C)CN(c2ccc([N+](=O)[O-])cc2-c2nn[nH]n2)C1 (centres undefined)	8	0.3	74*	27	-2	-1	1	13

Further compounds:
SMILES	NR3A LBD binder	MPTP block	EBI2 antag	CCR6 antag	Gli-Sufu antag	APOBEC3G inh	A3A deaminase	CXCR6 inh
C=CCOC(=O)C1=C(C)NC(SCC(=O)Nc2nccs2)=C(C#N)C1c1ccc(Cl)cc1 (centres undefined)	-11	-0.4	23	20	2	-1	3	20
CCN1C(=O)[C@H]2[C@@H](c3ccc(C)cc3)N3C(=O)N(c4cccc(F)c4)C(=O)[C@@]3(CC)[C@H]2C1=O	-4	-0.3	-15	7	-17	0	7	5
COc1ccc(C(=O)N2CCN(c3ccc(C)cc3C)CC2)cc1OC	-3	-0.1	78*	8	3	-7	0	1
CSc1c(C#N)c(N)nc2sc(C(=O)c3ccc(Cl)c(Cl)c3)c(N)c12	3	.	.	3	-9	5	-2	.
O=C(NCCCN1CCCC1=O)c1cncc(Br)c1	-2	-1.7	-1	12	-5	1	-1	-1
CC(=O)Nc1ccc(S(=O)(=O)NNC(=O)COc2ccc(C(C)(C)C)cc2)cc1	0	-3.1	-15	-3	6	-4	-1	-5
N#C/C(=C(/O)C(Cl)(Cl)Cl)c1nc2ccccc2[nH]1	-4	76*	2	2	16	-5	-4	0
CN(C(=O)COC(=O)c1c2c(nc3ccccc13)/C(=C/c1cccc([N+](=O)[O-])c1)CCC2)C1CCS(=O)(=O)C1 (centres undefined)	3	-0.8	8	3	18	1	7	-1
CCn1c(=O)n(CC)c2cc(S(=O)(=O)N3CCc4ccccc43)ccc21	0	3.7	21	-24	38	4	-5	-5
CN(C)S(=O)(=O)c1ccc(NC(=O)N2CCN(c3cccc(C(F)(F)F)c3)CC2)cc1	-1	32	3	13	49	-7	0	-18
CCN(CC)S(=O)(=O)c1ccc(NC(=O)C(C)N(c2ccc(OC)cc2)S(C)(=O)=O)cc1 (centres undefined)	-3	-1.8	4	5	10	1	2	-8
Cc1c(/C=N/NC(=O)c2ccc(O)cc2)c2ccccn2c1C(=O)c1ccc(F)cc1	18*	-1.0	21	26	-21	-4	-1	14
O=C(CSc1ccc(F)cc1)N1CCOCC1	0	1.0	-4	2	9	-4	0	4
CC(C)NC(=O)N(C)C[C@H]1Oc2c(NS(=O)(=O)c3ccccc3)cccc2C(=O)N([C@H](C)CO)C[C@@H]1C	-1	-0.9	-3	5	-5	-8	-3	-1
CC(=O)c1cccc(OCC(=O)Nc2ccccc2N2CCOCC2)c1	-3	0.5	-7	-5	-4	-6	-3	4
COc1ccc(NC(=O)C2CCCN(c3cnccn3)C2)c(OC)c1 (centres undefined)	0	-2.1	-2	-8	-4	-2	2	-5
O=C(CN1CCC(NC(=O)Nc2ccccc2)CC1)Nc1ccc([N+](=O)[O-])cc1	-3	1.8	-2	7	28	-9	-2	-1
CCCNC(=O)Nc1ccc(C(F)(F)F)cc1	-3	30	-8	6	-19	-2	1	0
Cc1nc(SCC(=O)NC2(C#N)CCCC2)n(CC(C)C)c1C	0	-2.3	10	7	8	-11	-5	2
Cc1ccc(NC(=O)c2sc3ncn(CC(=O)N4CCN(c5ccccn5)CC4)c(=O)c3c2C)cc1F	10	-1.2	-9	10	12	-5	-4	-10
Cc1ccc2c(C)c(C(=O)N3CCN(C4CCS(=O)(=O)C4)CC3)oc2c1C (centres undefined)	-1	-0.1	13	5	-2	-11	-1	11
O=C(CN(C(=O)Cn1nnc(-c2cccs2)n1)c1ccc2c(c1)OCCO2)NCC1CCCO1 (centres undefined)	-2	-0.9	27	6	-2	-10	-4	2
Cc1nnsc1C(=O)NC1CCCc2c1cnn2-c1ccccc1F (centres undefined)	1	3.6	-5	-10	51	-5	-2	-1
COc1ccc(NC(=O)Nc2ccc(C(=O)N3CCOCC3)cc2)cc1	-3	0.5	0	1	-3	2	3	-6
CCCC(C)NC(=O)CN1C(=O)c2cccc3cccc1c23 (centres undefined)	-1	0.5	-9	-6	0	-7	1	9
COc1ccccc1CNc1ncnc2sccc12	-1	52*	-4	9	47	-3	-3	18
CC(Cc1cccnc1)NC(=O)c1cc(COc2ccc(F)cc2F)on1 (centres undefined)	-1	0.5	-2	16	0	-2	0	-4
O=C1NN=C(c2ccc(Br)cc2)CC1c1ccc(Cl)cc1 (centres undefined)	-6	-0.6	74*	10	14	-7	-5	10
CCc1ccc(NC(=O)CCc2nc3cccnc3n2Cc2ccc(OC)cc2)cc1	-10	2.5	4	10	5	4	1	4
COc1ccccc1C(=O)NCCNc1ccc([N+](=O)[O-])cc1Cl	-8	1.2	4	22	31	-1	-2	5
CCNC(=O)OCc1cn(-c2ccccc2)nn1	0	-0.2	-8	6	-9	-4	-1	-9
Cc1cc(C)nc(N(C#N)CC(=O)N2CCC(C(N)=O)CC2)n1	-1	-1.8	0	-2	2	1	-3	8
CC1CCc2sc(NC(=O)c3ccc(N4C(=O)CCC4=O)cc3)c(C(N)=O)c2C1 (centres undefined)	-12	0.2	-6	-12	-12	-6	-3	-6
CCCN1CCC(=O)N(CCSc2ccccc2)CC1	3	-0.7	-15	5	-51	-13	-4	-4

Arranged by number of heavy atoms (smallest number first): some entries from above
SMILES	NR3A LBD binder	MPTP block	EBI2 antag	CCR6 antag	Gli-Sufu antag	APOBEC3G inh	A3A deaminase	CXCR6 inh
COc1ccccc1CNc1ncnc2sccc12	-1	52*	-4	9	47	-3	-3	18
CCCN1CCC(=O)N(CCSc2ccccc2)CC1	3	-0.7	-15	5	-51	-13	-4	-4
COc1ccccc1C(=O)NCCNc1ccc([N+](=O)[O-])cc1Cl	-8	1.2	4	22	31	-1	-2	5
CC1CCc2sc(NC(=O)c3ccc(N4C(=O)CCC4=O)cc3)c(C(N)=O)c2C1 (centres undefined)	-12	0.2	-6	-12	-12	-6	-3	-6

Source: PubChem
